# High-throughput results: PubChem BioAssay, National Center for Advancing Translational Sciences (NCATS)
# TDP1 cell noCPT = qHTS for Inhibitors of human tyrosyl-DNA phosphodiesterase 1 (TDP1): qHTS in cells in absence of CPT | Potency, µM (highest dose often 46.2 µM), for the others: at the highest dose activity change, negative = growth inhibition, most hits filed as inhibitors | DT40 Tdp1-/- hTDP1 cells, no CPT, ATP luminescence, 48 h | 15% of 420,000 active | AID 686978, 2013; note: nearly all actives have a fitted effect of over 55% in size
#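 Luminescent ATP content (CellTiter-Glo) served as the growth readout. Knockout chicken DT40 cells expressing human TDP1 were exposed to compounds without camptothecin for a minimum 48 hr at 37 °C.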
# N370S GC = qHTS Assay for Inhibitors and Activators of N370S glucocerebrosidase as a Potential Chaperone Treatment of Gaucher Disease; Lysosomal acid glucosylceramidase (Homo sapiens), P04062; 0.092% of 330,000 active; N370S GC spleen homogenate, 4MU-glucoside fluorescence; Potency, µM (doses to about 59.4 µM), inactives show at the top dose activity change, negative = inhibition, actives largely listed as inhibitors;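 note: 0% = full enzyme activity and -100% = no enzyme basal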
# TDP1 inh = qHTS Assay for Inhibitors of Tyrosyl-DNA Phosphodiesterase (TDP1); recombinant TDP1, AlphaScreen DNA substrate cleavage; Potency, µM (highest dose often 130 µM), without a hit: top-dose activity change, negative = inhibition, usual class: inhibitors; 0.28% of 350,000 active; AID 485290, 2010; note: nearly all actives have a fitted effect of over 40% in size
# Target sequence (Q9NUW8 whole entry, looked up): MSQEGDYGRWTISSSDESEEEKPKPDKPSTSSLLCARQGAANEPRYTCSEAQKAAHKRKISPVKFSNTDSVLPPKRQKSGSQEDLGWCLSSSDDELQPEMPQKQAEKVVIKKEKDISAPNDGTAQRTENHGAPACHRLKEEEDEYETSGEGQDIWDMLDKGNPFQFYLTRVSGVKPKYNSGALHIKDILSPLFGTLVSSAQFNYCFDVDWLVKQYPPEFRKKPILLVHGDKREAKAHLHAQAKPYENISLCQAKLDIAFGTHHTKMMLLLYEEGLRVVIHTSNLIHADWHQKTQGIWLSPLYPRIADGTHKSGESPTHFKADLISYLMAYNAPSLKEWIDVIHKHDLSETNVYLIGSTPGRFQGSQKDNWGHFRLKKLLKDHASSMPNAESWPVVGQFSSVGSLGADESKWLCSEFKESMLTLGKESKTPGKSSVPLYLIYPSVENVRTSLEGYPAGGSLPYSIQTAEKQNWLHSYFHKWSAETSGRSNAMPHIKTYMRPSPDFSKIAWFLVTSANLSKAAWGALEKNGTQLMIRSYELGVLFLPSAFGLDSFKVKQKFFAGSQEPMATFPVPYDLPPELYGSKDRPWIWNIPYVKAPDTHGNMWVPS
#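 AlphaScreen read-out: signal falls as enzyme removes the 3' tyrosine-FITC from a 5'-biotinylated DNA oligo (15 nM, 5 min, RT). Enzyme was E. coli-made recombinant Tdp1 at 1 nM, exposed to compound for 15 min beforehand; beads 10 ug/ml, 10 min.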
# The depositor's hits bear a star; ? = inconclusive; nt = not tested or not shown; & = joins results of further samples; [ ] = dose if it differs, or a comment. Calls come from the whole dose curve; as a rule, active = well fitted curve in the direction sought with a large enough effect; inconclusive = small, poorly fitted or top-dose-only effect, or another doubt; inactive = no such curve, though single readings can be large; an effect the other way counts as inactive or inconclusive. Unless noted, % is set by controls: 0 for no effect and ±100 for the full control effect; potency is the fitted concentration of half-maximal effect. These rows are one share of the data; count on the stated rates, not on these rows.
# Order of results: TDP1 cell noCPT, TDP1 inh, N370S GC
- C=CCC1CCCC(=O)N2CCCC12 (stereo not drawn)
    -8%, 0%[56.1 µM], 8%[136 µM]
- Cc1cc(NC(=O)c2ccc(Cl)cc2)n(CCC#N)n1
    -16%, -7%, -7%
- COc1cccc(CNC(=O)c2ccc3nc(-c4ccc(F)cc4)c(-c4ccc(F)cc4)nc3c2)c1
    13µM*, 8%, nt
- CN1CCN(S(=O)(=O)c2cccc(C(=O)Nc3cc(Cl)ccc3N3CCOCC3)c2)CC1
    -29%, 4%, -3%
- COc1cccc2[nH]c(C(=O)NN)c(N)c12
    16µM*, 5%, -1%
- C[C@H]1NC(=O)[C@@]2(C)[C@H](c3ccccc3)[C@H]3COc4ccccc4[C@@H]3N2C1=O
    ?, 2%, nt
- Cc1ccc(C)c(/C(O)=C2\C(=O)C(=O)N(CCCN3CCOCC3)C2c2cccnc2)c1 (stereo not drawn)
    -8%, 0%, -18%
- COc1ccc(Oc2nccc(-c3ccc(F)cc3)c2C#N)cc1
    4%, 1%, 3%
- CC1CN(CCCCSc2ccc(Cl)cc2)CC(C)O1 (stereo not drawn)
    ?, nt, -9%
- COCCNC(=O)CN1C(=O)c2cccnc2Sc2ccccc21
    -20%, 10%, nt
- CCC(Sc1nccn1C)C(=O)Nc1nnc(C)s1 (stereo not drawn)
    -9%, 5%, -3%
- O=C(Cc1ccc(S(=O)(=O)N2CCOCC2)s1)Nc1cc(C(F)(F)F)ccc1N1CCCC1
    21µM*, -13%[0.505 µM], 5%
- CC(=O)N1c2ccccc2CC1C(=O)N1CCN(c2cccc(C)c2C)CC1 (stereo not drawn)
    15µM*, -6%, nt
- Cc1ccc(C(=O)C2CCN(C(=O)c3ccc(C)cc3)CC2)cc1
    ?, nt, -3%
- C#CC(C)(CC)NC(=O)c1cc2cccc(CC=C)c2oc1=O (stereo not drawn)
    ?, 1%, 7%
- COc1cccc(C(=O)NCCc2csc3nc(-c4ccccc4F)nn23)c1OC
    15µM*, 1%, nt
- CCCCOc1ccc2c(C)cc(=O)oc2c1OCCCC
    26µM*, -1%, ?
- CN(Cc1ccccc1)C(=O)c1ccccc1C(=O)O
    -3%, -5%, 4%
- O=C1CCCc2c1nc(-c1ccc(F)cc1)n2O
    0%, 1%, -3%
- Cc1c(Cl)cn2c(=O)cc(CN(C)Cc3nc4ccccc4c(=O)[nH]3)nc2c1Cl
    nt, 3%, -9%
- O=C(c1ccccc1)N1CCN(C(=O)c2ccccc2)C1c1ccccc1
    -16%, 0%, 4%
- CN(C)c1ccc(/C=N/NC(=O)CNC(=O)c2ccncc2)cc1
    12%, 1%, 18%
- CC(=O)Nc1ccc(OCC(=O)N2CCC(Cc3ccccc3)CC2)cc1
    -30%, 1%, 6%
- CC(C)N1CCc2c(sc(NC(=O)c3ccc(S(=O)(=O)N(C)CC4CCCO4)cc3)c2C(N)=O)C1 (stereo not drawn)
    -18%, 1%, -14%
- CCN(CC)C(=O)CSc1nnc(-c2ccc(F)cc2)n1N
    -12%, -6%, 1%
- COc1ccc(-c2noc(CSc3nc(-c4ccccc4)cc(=O)[nH]3)n2)cc1
    -3%, 7%, 13%
- COc1ccc(N2C(=O)CN=C2Nc2cccc(C)c2C)cc1OC
    -5%, 10%, 2%
- CCOc1cc(-c2nc(-c3ccc(-c4ccc(C)cc4)nc3OC)no2)cc(OCC)c1OCC
    ?, 3%, nt
- Cc1c(C(=O)c2ccc(N(C)C)cc2)c2ccccn2c1CCC#N
    ?, 5%, 6%
- O=C(/C=C\c1ccc(-c2ccccc2)o1)c1ccccc1
    ?, 1%, 12%
- O=C(COC(=O)Cc1ccc(Br)cc1)NC1CC1
    -1%, 0%, nt
- COc1cc(C(C[N+](=O)[O-])c2c(C)[nH]c3ccccc23)cc(OC)c1OC (stereo not drawn)
    ?, 3%, -16%
- Cc1ccc(C(=O)Oc2ccccc2C(=O)N2CCOCC2)cc1
    -15%, 5%, 5%
- C/C(=C1/SC(N2CCCC2)=NC1=O)c1ccc(Br)cc1
    ?, 2%, 11%
- Cc1cccc(C)c1-n1c(C)cc(/C=N/NC(=O)c2ccncc2)c1C
    -22%, 12%, -23%
- CC12CC3(C)CC(C)(C1)CC(C(=O)NCC(=O)O)(C2)C3
    -6%, 0%, 5%
- O=C1CN(C(=O)c2ccccc2Cl)c2ccccc2N1
    ?, nt, 2%
- C/C(=N\NC(N)=O)c1cc(Cl)cc(Cl)c1O
    -13%, nt, -4%
- COc1ccc(-c2nc(C#N)c(NCCCN(C)C)o2)cc1OC
    -5%, 0%, -3%
- CSCCC(NC(=O)c1ccccc1Br)C(=O)N1CCCCCCC1 (stereo not drawn)
    -19%, 0%, -20%
- N#CCSc1n[nH]c2nc3c(c(=O)n12)C1(CCCC1)Cc1ccccc1-3
    0%, 6%, 18%
- O=C(c1cccs1)N1CCN(c2nnc(-c3ccccc3)c3ccccc23)CC1
    ?, 3%, 25%
- O=C(NCCNC(=O)c1cccnc1)c1ccc(Br)cc1
    0%, 3%, -11%
- CCOC(=O)CC(=O)Nc1ccsc1C(N)=O
    -22%, 3%, 1%
- CCOC(=O)C1=C(C)Nc2nnnn2C1c1c[nH]c2ccccc12 (stereo not drawn)
    nt, 9%, -30%
- O=C(Cc1cccs1)N1CCN(S(=O)(=O)c2cc(Cl)ccc2Cl)CC1
    3%, nt, 2%
- COc1ccc(C2C(C(=O)OC(C)C)=C(C)N=c3s/c(=C\c4cccs4)c(=O)n32)cc1 (stereo not drawn)
    ?, -2%, 0%
- CCCOC(=O)c1ccc(NC(=O)CCC(=O)OCC)cc1
    0%, 3%, -2%
- COc1ccc(-n2nc(-c3ccc(C)cc3)c3cnc4cc(F)c(F)cc4c32)cc1
    -15%, -2%, nt
- COCCNC(=S)N1CCN(c2nc(-c3ccc(F)cc3)cs2)CC1
    ?, 10%, -7%
- Cc1cccc(NC(=O)c2nc[nH]c2C(=O)Nc2cccc(C)c2)c1
    10µM*, 1%, 0%
- O=C1[C@@H]2[C@H](C(=O)N1n1cnnc1)[C@H]1C=C[C@@H]2C1
    -17%, 3%, -1%
- Cc1cc(C)nc(NS(=O)(=O)c2ccc(NC(=S)NC(=O)C(C)(C)C)cc2)n1
    -28%, 0%, 19%
- CN(C)C(CNC(=O)CCNS(=O)(=O)c1ccccc1C(F)(F)F)c1ccccc1 (stereo not drawn)
    25%, 0%, nt
- Cc1c(N(C)CS(=O)(=O)O)c(=O)n(-c2ccccc2)n1C
    0%, -9%, 6%
- Cc1nn(-c2ccccc2)c(N)c1C1(O)C(=O)N(C(C)C)c2ccccc21 (stereo not drawn)
    8.2µM*, 0%, -2%
- O=C(Nc1ccc(Cl)c(C(F)(F)F)c1)c1ccncc1
    15µM*, -3%, -1%
- O=C1C(=O)N(c2ccccn2)C(c2cccc([N+](=O)[O-])c2)/C1=C(/O)c1ccc(Br)cc1 (stereo not drawn)
    11%, nt, -15%
- Cc1cc(C)cc(N(CCC#N)C(=O)CSc2nc3ccccc3c(=O)[nH]2)c1
    ?, 0%, nt
- O=S(=O)(c1ccccc1)N1CCN=C1SCc1cccc(Cl)c1
    21µM*, -5%, -4%

# (listing goes on)
# Order of results: TDP1 cell noCPT, TDP1 inh, N370S GC
- O=C(CNC(c1ccccc1)c1ccccc1)Nc1ccccc1F
    ?, nt, 8%
- Cc1ccc(S(=O)(=O)CC(=O)Nc2nc3c(C)cccc3s2)cc1
    1%, 8%, nt
- CCOc1cnc(-c2ccccc2F)o1
    2%, 5%, 1%
- CCc1cccc(NS(=O)(=O)c2ccc3c(c2)NC(=O)CO3)c1
    -24%, 3%, -11%
- CCOc1ccccc1NC(=O)c1cnccn1
    -12%, nt, 2%
- Cc1cc(C)n2nc(SCC(=O)N3CCN(c4ccc(F)cc4)CC3)nc2n1
    -25%, 0%, nt
- O=C(Nc1cccc(Cl)c1)Nc1ccc2c(c1)C(=O)OC2
    -20%, 0%, 2%
- O=C(Cc1nn[nH]n1)NCc1ccccc1Cl
    -1%, -2%, ?
- CCOC(=O)c1oc2ccc(Br)cc2c1COC(=O)C1=COCCO1
    -27%, -5%, -7%
- COc1ccc(C(=O)NC(CC(=O)O)c2cc([N+](=O)[O-])ccc2Cl)cc1 (stereo not drawn)
    -10%, 5%, 18%
- O=C(NCc1ccncc1)c1ccc(Cl)c(S(=O)(=O)N2CCOCC2)c1
    -22%, 1%, 5%
- COc1ccc(NC(=O)CC2C(=O)N(c3cccc(OC)c3)C(=O)N2Cc2ccco2)cc1 (stereo not drawn)
    -18%, 9%, -4%
- COCC(=O)Nc1ccc(S(=O)(=O)NCC2CCCO2)cc1 (stereo not drawn)
    -3%, nt, 1%
- Cc1ccccc1Cn1c(C)c(CNCCCc2ccccc2)c(C(=O)O)c1C
    ?, 10%, nt
- COc1ccc(NC(=O)c2cc3c(=O)n(Cc4cccnc4)ccc3nc2C)cc1Cl
    -26%, 8%, nt

# Reprinted from the part before: five entries, then new ones.
# Order of results: TDP1 cell noCPT, TDP1 inh, N370S GC
- O=C(NCc1ccncc1)c1ccc(Cl)c(S(=O)(=O)N2CCOCC2)c1
    -22%, 1%, 5%
- COc1ccc(NC(=O)CC2C(=O)N(c3cccc(OC)c3)C(=O)N2Cc2ccco2)cc1 (stereo not drawn)
    -18%, 9%, -4%
- COCC(=O)Nc1ccc(S(=O)(=O)NCC2CCCO2)cc1 (stereo not drawn)
    -3%, nt, 1%
- Cc1ccccc1Cn1c(C)c(CNCCCc2ccccc2)c(C(=O)O)c1C
    ?, 10%, nt
- COc1ccc(NC(=O)c2cc3c(=O)n(Cc4cccnc4)ccc3nc2C)cc1Cl
    -26%, 8%, nt
- Cc1ccc(CNC(=O)C(C(=O)NCc2ccc(C)o2)c2ncc(C(F)(F)F)cc2Cl)o1
    -15%, 0%, -4%
- CNC(=O)Cn1nc(-c2ccc(C)c(S(=O)(=O)N(C)C)c2)c2ccccc2c1=O
    1%, -1%, 13%
- COc1ccc2cc(C(N)=O)/c(=N/NC(=O)c3ccco3)oc2c1
    ?, 3%, -6%
- CCOc1ccccc1NC(=O)C(CC)Sc1nc2ccsc2c(=O)n1CCC(=O)O (stereo not drawn)
    -17%, 2%, -1%
- O=C(COC(=O)CC(NC(=O)c1ccccc1Cl)c1ccccc1)Nc1cccc(F)c1 (stereo not drawn)
    11%, 5%, 15%
- Cc1c(C(=O)O)cccc1-c1ccc(/C=N/n2cnnc2)o1
    14%, nt, -14%
- COc1cc(OC)c(/C=N/NC(=O)c2ccc([N+](=O)[O-])cc2)cc1Br
    -16%, 6%, -12%
- COc1ccc(N2CC(C(=O)Nc3ccc(S(=O)(=O)N4CCOCC4)cc3)CC2=O)cc1 (stereo not drawn)
    ?, 0%, -6%
- CC1NC(=O)NC1CCCCC(=O)O (stereo not drawn)
    ?, 4%, 9%
- COC(=O)N/N=C(\C)c1ccccc1Br
    -4%, 4%, -5%
- CCOc1[nH]n(-c2ccccc2)c(=O)c1C=NCC(=O)OC
    -20%, -1%, -11%
- O=C(CCCOc1ccc(Cl)cc1Cl)N/N=C/c1ccc(Cl)cc1
    23µM*, -5%, 7%
- O=C(c1ccc(C(F)(F)F)cc1)C1CCCN(Cc2cccn2-c2ncccn2)C1 (stereo not drawn)
    26µM*, 0%, -7%
- Cc1noc(C)c1C(=O)OC(C)C(=O)NC(C)c1ccc(Cl)cc1Cl (stereo not drawn)
    ?, -3%, nt
- CCCS(=O)(=O)c1nc(S(=O)(=O)c2ccc(C)cc2)c(N2CCC3(CC2)OCCO3)s1
    -4%, 1%, 0%
- CC1CCC(C(=O)NC(C(=O)N2CCN(c3ccccn3)CC2)C(C)C)CC1 (stereo not drawn)
    ?, 3%, 17%
- CCN(CC)c1nn2c(=O)c(C(=O)NCCc3ccccc3C)cnc2s1
    ?, 6%, nt
- Cc1noc(C)c1C(=O)N1CCC2(CC1)CCN(C(c1ccccc1)c1ccccc1)CC2
    ?, nt, 7%
- COC(=O)C1(C(=O)OC)C/C=C\Cc2ccccc2[C@@H]1C[N+](=O)[O-]
    nt, 5%&4%&8%, 12%&11%&7%
- O=C(COC(=O)COc1ccc2ccccc2c1)NC1CCCc2ccccc21 (stereo not drawn)
    -20%, 3%, -3%
- Clc1cccc(Cl)c1CO/N=C/c1cccs1
    ?, -11%, 2%
- c1ccc(-c2nn3c(-c4ccco4)nnc3s2)nc1
    ?, -12%, 1%
- O=C(N/N=C/C=C/c1ccccc1)c1cccc(Br)c1
    21µM*, 8%, 1%
- CC1(C)CCC(=O)N(c2ccccc2)C1=O
    -1%, 2%, 5%
- COc1cc(SC)ccc1C(=O)Nc1ccccn1
    -29%, nt, 1%

# Some of these compounds in order of SMILES length, high to low:
# Order of results: TDP1 cell noCPT, TDP1 inh, N370S GC
- O=C(COC(=O)COc1ccc2ccccc2c1)NC1CCCc2ccccc21 (stereo not drawn)
    -20%, 3%, -3%
- O=C(N/N=C/C=C/c1ccccc1)c1cccc(Br)c1
    21µM*, 8%, 1%
- Clc1cccc(Cl)c1CO/N=C/c1cccs1
    ?, -11%, 2%
